# CHRM5 antagonist: blocks acetylcholine activation of human M5 receptor | CHO-hM5 cells, Fluo-8 calcium fluorescence, ACh EC80 | hit rate 0.59% among 360,000 | P08912 | AID 624040 | inhibition, % at 3 µM;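 active = inhibition above a per-plate cutoff, the mean of that plate's test compounds plus 3 SD, cut at about 27% in these data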;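 note: 0% = acetylcholine EC80 with DMSO and 100% = DMSO without agonist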
# M4 ag: agonists of human muscarinic M4 receptor (CHRM4). P08173. CHO-K1 hM4/Gqi5, Fluo-8 calcium fluorescence; vehicle 0%, full acetylcholine response 100%. activation, % at 3 µM. hit rate 0.14% among 360,000. AID 624127;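 active = activation above the run mean over all test wells plus 3 SD, cut at about 32% in these data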;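 note: peak over basal fluorescence ratio per well then scaled between controls; 0% = DMSO wells and 100% = acetylcholine at EC100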
# M5 PAM: CHRM5 positive allosteric modulation; P08912; CHO-K1 hM5, Fluo-8 calcium, ACh EC20 PAM; 0% = ACh EC20, 100% = ACh EC100; activation, % at 3 µM; hit rate 0.3% among 360,000;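 active = activation above the run cutoff, the mean activation of all test compounds plus 3 SD, cut at about 18% in these data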
#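 System: CHO-K1 hM5 cells. Reagent: acetylcholine, EC20 level. Compound dosing: single dose, 3 µM nominal final test concentration. Timing: Post-acetylcholine fluorescence recording 140 s. Detection: Fluo-8 calcium fluorescence. Read-out: % activation, ACh-normalized. Benchmarks: ACh EC20 and EC100 wells. Repeats: singlicate, one well per test compound.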
# M5 ag: agonists of human muscarinic M5 receptor (CHRM5) | P08912 | CHO-K1 hM5 cells, Fluo-8 calcium fluorescence; 0% DMSO wells, 100% maximal acetylcholine response | activation, % at 3 µM | hit rate 0.19% among 360,000 | AID 624037;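 active = activation above the run's mean over test compounds plus 3 SD, cut at about 23% in these data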;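 note: signal is peak over basal fluorescence ratio across the kinetic read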
# CHRM1 antagonist: antagonists of human M1 muscarinic receptor | P11229 | CHO-K1 hM1, Fluo-8 calcium fluorescence, ACh EC80 antagonist | inhibition, % at 3 µM | hit rate 1.3% among 360,000 | AID 588852;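 active = percent inhibition above its own plate's cutoff, namely the mean of that plate's compound wells plus 3 SD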;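 note: peak over basal fluorescence ratio during 140 s after agonist addition; 0% = ACh EC80 plus DMSO and 100% = DMSO alone without agonist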
# Target sequence (P11229 whole entry, looked up): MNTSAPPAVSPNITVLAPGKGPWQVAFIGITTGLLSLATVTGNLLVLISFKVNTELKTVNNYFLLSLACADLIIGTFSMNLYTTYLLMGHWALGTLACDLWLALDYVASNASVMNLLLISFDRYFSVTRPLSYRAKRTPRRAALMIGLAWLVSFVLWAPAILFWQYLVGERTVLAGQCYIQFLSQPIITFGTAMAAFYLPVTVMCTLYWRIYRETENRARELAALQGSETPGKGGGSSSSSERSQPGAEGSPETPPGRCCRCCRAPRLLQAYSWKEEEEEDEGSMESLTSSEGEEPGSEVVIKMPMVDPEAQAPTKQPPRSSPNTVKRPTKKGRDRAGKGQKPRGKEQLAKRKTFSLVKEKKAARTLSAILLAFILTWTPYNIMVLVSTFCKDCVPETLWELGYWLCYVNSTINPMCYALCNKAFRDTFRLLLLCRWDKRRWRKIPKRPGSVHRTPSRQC
# TAAR1 ag: human TAAR1 agonism; activation, % at 3 µM; CHO RD-HGA16 TAAR1, Fluo-8 calcium fluorescence; vehicle wells 0%, saturating PEA agonist 100%; Q96RJ0; hit rate 0.99% among 360,000;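 active = activation above the mean activation of all test compounds in the run plus 3 SD, cut at about 38% in these data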
# Target sequence (Q96RJ0 whole entry, looked up): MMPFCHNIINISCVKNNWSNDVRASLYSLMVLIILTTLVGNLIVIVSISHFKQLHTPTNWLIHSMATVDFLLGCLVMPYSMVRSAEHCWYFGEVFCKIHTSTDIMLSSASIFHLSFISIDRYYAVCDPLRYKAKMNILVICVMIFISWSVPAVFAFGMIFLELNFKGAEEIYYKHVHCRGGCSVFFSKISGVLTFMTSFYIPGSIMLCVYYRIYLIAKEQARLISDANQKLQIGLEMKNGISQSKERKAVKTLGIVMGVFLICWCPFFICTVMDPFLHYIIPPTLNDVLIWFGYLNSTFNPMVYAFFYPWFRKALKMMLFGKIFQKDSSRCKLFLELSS
#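 Test system: RD-HGA16 (CHO) cells co-expressing Gα16 and hTAAR1 / Benchmarks: DMSO vehicle as 0%, PEA at EC100 as 100% / Repeats: no replicates (n 1) / Measure: % activation from peak over basal fluorescence ratio, DMSO-to-PEA scaled / Timing: 17-24 h plating, Fluo-8 75 min 37 °C, 30 min RT / Technique: kinetic Fluo-8 calcium fluorescence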
# CHRM1 agonist: human M1 muscarinic receptor agonism. P11229. CHO-K1 hM1, Fluo-8 calcium fluorescence, agonist mode; 0% DMSO, 100% acetylcholine EC100. activation, % at 3 µM. hit rate 0.33% among 360,000. AID 588814;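 active = activation above the run's mean compound activation plus 3 SD, cut at about 16% in these data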;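 note: peak over basal fluorescence ratio within a 140 s kinetic read after compound addition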
# M4 antag: blocks acetylcholine activation of human M4 receptor; P08173; inhibition, % at 3 µM; CHO-hM4 cells, ACh EC80, Fluo-8 calcium fluorescence; hit rate 0.73% among 360,000;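 active = inhibition above its plate's cutoff, the mean inhibition of sample wells plus 3 SD, cut at about 27% in these data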;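 note: 0% = acetylcholine EC80 with DMSO and 100% = DMSO without agonist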
# M1 PAM: positive allosteric modulators of human M1 muscarinic receptor; hit rate 0.088% among 360,000; CHO-K1 hM1, Fluo-8 calcium fluorescence, ACh EC20; 0% = ACh EC20, 100% = maximal ACh; activation, % at 3 µM; P11229; in the data active = activation above about 19%, passing the limit was not always enough
# Numbers without * were called inactive. These rows are one share of the data. The share of hits here may be higher or lower than overall.
# The first 2 entries as a preview:
SMILES,CHRM5 antagonist,M4 ag,M5 PAM,M5 ag,CHRM1 antagonist,TAAR1 ag,CHRM1 agonist,M4 antag,M1 PAM
Cc1n[nH]c(C)c1S(=O)(=O)N1CCN(C2CCCCC2)CC1,-7,1,-10,-7,-2,3,-5,-18,-1
Cc1nc2scc(-c3ccco3)c2c(=O)n1/N=C/N(C)C,-4,3,1,6,-21,13,-1,8,8

# The whole of this part, from the start:
SMILES,CHRM5 antagonist,M4 ag,M5 PAM,M5 ag,CHRM1 antagonist,TAAR1 ag,CHRM1 agonist,M4 antag,M1 PAM
Cc1n[nH]c(C)c1S(=O)(=O)N1CCN(C2CCCCC2)CC1,-7,1,-10,-7,-2,3,-5,-18,-1
Cc1nc2scc(-c3ccco3)c2c(=O)n1/N=C/N(C)C,-4,3,1,6,-21,13,-1,8,8
O=C1CSCC(=O)N1Cc1ccc(Cl)cc1Cl,0,0,2,-2,-14,5,-1,-7,21
Cc1ccc(C)c(NC(=O)CCN2CC(C)CC(C)C2)c1 (stereo not drawn),6,0,7,-2,2,-1,-6,6,-1
Cc1ccc(Cn2c(CN(C)Cc3ccccc3)nc3c2c(=O)n(C)c(=O)n3C)cc1,1,4,-1,11,7,70*,16*,3,1
COc1ccccc1N1CCN(c2cc(=O)n(-c3ccc(Cl)cc3)c(=O)[nH]2)CC1,6,1,-5,1,-2,0,-1,-7,3
O=C(NCCCN1CCOCC1)/C(=C/c1ccco1)NC(=O)c1ccccc1,10,1,-3,-1,-7,6,-4,3,10
O=C(COC(=O)CCOc1ccccc1)NCCC1=CCCCC1,0,1,2,-1,-5,9,-3,-8,11
CN(c1ccc(C(=O)N2CCOCC2)cc1)S(=O)(=O)c1cccs1,3,0,-1,0,-3,5,0,-1,7
O=C(CSc1nc2ccccc2n1S(=O)(=O)c1cccc([N+](=O)[O-])c1)NCCc1ccccc1,-2,0,-2,-1,0,0,-1,2,10
Cc1sc2ncnc(SCC(=O)N3CCC(c4noc5ccc(F)cc45)CC3)c2c1C,6,1,-9,-1,-14,5,-3,-1,7
CCOC(=O)c1ccc(NC(=O)CC2S/C(=N/N=C/c3c[nH]c4ccccc34)NC2=O)cc1 (stereo not drawn),-9,0,2,-2,-1,1,-6,6,0
CCC(Sc1ccc2nnc(CCNS(=O)(=O)c3ccc(OC)cc3)n2n1)C(=O)OC (stereo not drawn),-2,2,3,-3,-6,5,-7,-9,7
CCOc1cc(-c2noc(N)c2C#N)cc(OCC)c1OCC,-1,0,-3,-4,-19,8,-5,-4,8
COc1ccc(Cl)cc1NC(=O)CN1C(=O)NC2(CCCC2)C1=O,5,0,-3,-3,14,-1,0,14,-8
Nc1c(-c2nn[nH]n2)cnn1-c1cc(Cl)cc(Cl)c1,0,0,11,-3,-19,6,-2,-5,16
Cc1c(CC(=O)N2C[C@H]3C[C@@H](C2)c2cccc(=O)n2C3)c(=O)oc2cc3occ(C(C)(C)C)c3cc12,0,4,3,0,1,3,-5,-10,2
CN(CC(=O)Nc1ccc(Cl)c(C(F)(F)F)c1)C(=O)c1ccccc1SCC(=O)N1CCCC1,3,1,8,1,-10,17,0,-4,14
Cc1ccc(C(=O)NC(=S)NCc2cccnc2)cc1C,13,0,2,1,11,5,3,2,11
CCOc1ccc(/C=N/OCC(=O)NCc2cccs2)cc1,-10,0,5,-3,-4,5,-1,-1,8
O=C(CSc1nnc(CNC(=O)c2c(F)cccc2F)o1)c1ccc(Cl)cc1,-1,13,-5,5,-4,11,2,-13,-2
COc1ccc(NS(=O)(=O)c2nnc(NC(=O)c3ccccc3F)s2)cc1,-1,1,-2,4,-4,8,3,-14,7
CCC(C)(C)C1CCC2(CC1)NC(=O)N(CC(=O)NCCc1c[nH]c3ccccc13)C2=O (stereo not drawn),-3,0,2,-1,-14,4,-2,-22,6
CS(=O)(=O)NCCCNc1c(Cl)cccc1[N+](=O)[O-],-9,3,-2,-2,9,4,-4,-7,2
Cc1ccc(NC(=O)CN2C(=O)NC(C)(c3ccc(Cl)cc3)C2=O)cc1 (stereo not drawn),8,13,5,15,-2,41*,18*,13,15
CC1Cc2ccccc2N1C(=O)COc1ccc2c(c1)OCO2 (stereo not drawn),-3,3,6,-2,-1,12,-1,-8,8
COC(=O)[C@H]1[C@H](c2ccccc2)[C@H](C(=O)OC)O[C@H]1c1ccccc1,7,1,0,4,-15,2,-1,-2,15
O=C(Nc1ccc(Cl)cc1)NC1CCS(=O)(=O)C1 (stereo not drawn),1,1,2,0,-5,20,-3,-6,8
Cc1nonc1CC(=O)NC1CC(C)(C)Cc2c1cnn2-c1ccc(F)cc1 (stereo not drawn),2,2,0,-4,-2,1,-2,0,1
NC(=O)CSc1nc(N)c2c3c(sc2n1)CCCCC3,-2,2,1,2,-3,6,0,4,6
O=C(CN1CCN(Cc2ccc(Cl)cc2)C1=O)NCCCN1CCOCC1,0,1,-3,-1,-6,0,-5,-8,0
CCOC(=O)c1c(C)[nH]c(C(=O)OCc2ccccc2)c1C,4,-2,-4,-6,-3,-1,-3,-10,0
Cc1ccc(Oc2nc3c(c(=O)n(Cc4ccccc4F)c(=O)n3C)n2C)cc1,5,2,-3,3,-1,20,-4,11,0
O=C1CN(C(=O)NCC(=O)N2CCCC2)c2ccccc2N1,2,1,-3,-4,12,1,-3,2,-5
COc1ccc(NC(=O)CC(C)(C)C)c([N+](=O)[O-])c1,2,-1,-2,1,4,0,-5,-2,-2
COc1ccc(CNC(=O)c2ccc(S(=O)(=O)N3CCCC3)cc2)cc1OC,22,1,0,-4,3,0,-4,1,-5
COc1cccc(OCC(=O)NC2CCCCCC2)c1,-2,2,-9,-10,-6,-1,-7,-15,3
CC(=O)Nc1nnc(SCC(=O)N2CCCc3ccccc32)s1,3,1,3,-4,-4,4,-1,0,4
COCCNC(=S)N1CCC(C(=O)c2ccc(C)cc2)CC1,-7,4,5,2,-12,1,6,3,16
CN(C)Cc1cc(C(C)(C)c2cc(CN(C)C)c(O)c(CN(C)C)c2)cc(CN(C)C)c1O,-7,1,0,-5,-9,1,-7,-14,8
COC(=O)c1nccnc1N,12,0,3,0,-9,-2,-3,-1,0
O=C(CCCCCN1C(=O)c2ccccc2C1=O)Nc1ccc(S(=O)(=O)N2CCCCC2)cc1,-7,6,-9,-4,19,13,-5,-4,-16
O=C(CCNC(=O)C1CCN(S(=O)(=O)c2ccc(F)cc2)CC1)NCc1cccnc1,5,0,0,-5,-6,0,-3,1,6
COC(=O)C1=C(C)NC(=O)NC1c1ccc(-c2ccc(F)cc2)o1 (stereo not drawn),2,-1,1,-3,7,2,-4,2,1
O=C(O)c1ccc(CNC(=O)c2ccc3c(c2)OCCO3)cc1,5,1,0,0,13,-2,-1,-9,15
CCOc1cc(NC(=O)C2CCCO2)c(OCC)cc1NC(=O)C1CC1 (stereo not drawn),4,1,-4,2,-4,8,0,-11,4
CCOC(=O)C1=C(COc2ccccc2)NC(=O)NC1c1ccc(Cl)cc1 (stereo not drawn),3,4,2,0,3,6,-4,-6,-2
Cc1ccc(S(=O)(=O)NCCC(=O)Nc2ncccc2O)cc1C,1,1,10,3,-11,1,-2,-9,10

# For reference, 13 of the compounds above:
SMILES,CHRM5 antagonist,M4 ag,M5 PAM,M5 ag,CHRM1 antagonist,TAAR1 ag,CHRM1 agonist,M4 antag,M1 PAM
COc1ccc(CNC(=O)c2ccc(S(=O)(=O)N3CCCC3)cc2)cc1OC,22,1,0,-4,3,0,-4,1,-5
COc1cccc(OCC(=O)NC2CCCCCC2)c1,-2,2,-9,-10,-6,-1,-7,-15,3
CC(=O)Nc1nnc(SCC(=O)N2CCCc3ccccc32)s1,3,1,3,-4,-4,4,-1,0,4
COCCNC(=S)N1CCC(C(=O)c2ccc(C)cc2)CC1,-7,4,5,2,-12,1,6,3,16
CN(C)Cc1cc(C(C)(C)c2cc(CN(C)C)c(O)c(CN(C)C)c2)cc(CN(C)C)c1O,-7,1,0,-5,-9,1,-7,-14,8
COC(=O)c1nccnc1N,12,0,3,0,-9,-2,-3,-1,0
O=C(CCCCCN1C(=O)c2ccccc2C1=O)Nc1ccc(S(=O)(=O)N2CCCCC2)cc1,-7,6,-9,-4,19,13,-5,-4,-16
O=C(CCNC(=O)C1CCN(S(=O)(=O)c2ccc(F)cc2)CC1)NCc1cccnc1,5,0,0,-5,-6,0,-3,1,6
COC(=O)C1=C(C)NC(=O)NC1c1ccc(-c2ccc(F)cc2)o1 (stereo not drawn),2,-1,1,-3,7,2,-4,2,1
O=C(O)c1ccc(CNC(=O)c2ccc3c(c2)OCCO3)cc1,5,1,0,0,13,-2,-1,-9,15
CCOc1cc(NC(=O)C2CCCO2)c(OCC)cc1NC(=O)C1CC1 (stereo not drawn),4,1,-4,2,-4,8,0,-11,4
CCOC(=O)C1=C(COc2ccccc2)NC(=O)NC1c1ccc(Cl)cc1 (stereo not drawn),3,4,2,0,3,6,-4,-6,-2
Cc1ccc(S(=O)(=O)NCCC(=O)Nc2ncccc2O)cc1C,1,1,10,3,-11,1,-2,-9,10

# Further compounds:
SMILES,CHRM5 antagonist,M4 ag,M5 PAM,M5 ag,CHRM1 antagonist,TAAR1 ag,CHRM1 agonist,M4 antag,M1 PAM
CCOc1ccc(S(=O)(=O)NCCC(=O)OCC(=O)c2ccc(NC(C)=O)cc2)cc1,4,9,-6,5,3,5,-1,-1,-4
COc1ccc(NC(=O)CN(C)S(=O)(=O)c2ccc3c(c2)CC(C)N3C(C)=O)c(OC)c1 (stereo not drawn),7,5,-5,0,7,2,2,-1,0
COc1ccc(C2/C(=C(/O)c3ccc4c(c3)CC(C)O4)C(=O)C(=O)N2Cc2cccnc2)cc1 (stereo not drawn),-3,1,10,0,-14,-1,-4,-10,11
COC1(C)CC2C(CC1OC(=O)c1cc([N+](=O)[O-])cc([N+](=O)[O-])c1)C2(C)C (stereo not drawn),6,-2,-2,-2,-7,-1,-12,3,-7
COC(=O)CSc1ccccc1C(=O)OC,-3,0,7,0,-7,2,-4,3,1
COCCCn1c(SCC(=O)Nc2ccc(NC(=O)c3ccco3)c(OC)c2)nc2ccccc2c1=O,0,0,2,-3,-37,9,-2,0,7
O=C(Nc1ccc(OCc2ccccc2)cc1)Nc1nnc([C@@H]2C[C@H](O)[C@@H](CO)O2)s1,3,0,1,1,-9,28,6,-8,11
O=C(NCc1ccccc1)c1sc(=S)n2c1[nH]c(=O)c1ccccc12,16,2,-10,-3,4,44*,-1,26,1
O=C(c1ccco1)N1CCN(Cc2nnnn2CCc2ccccc2)CC1,6,1,-11,-3,-10,4,-3,6,2
COc1ccc(-n2c(C)nc(N)c2C(=O)c2ccccc2)cc1,-4,1,7,2,-23,1,0,-13,22
